# Screens (PubChem)
# PriA SSB inh: inhibitors of Klebsiella pneumoniae PriA binding to SSB C-terminal tail, primary screen, biochemical, AlphaScreen; AID 1272365, 2023; inhibition, % at 33 µM; AlphaScreen SSBct-PriA binding, biotinylated peptide; PriA–SSB C-terminal tail interaction (Klebsiella pneumoniae); 0.6% of 430,000 active; in the data active = inhibition mostly above about 37%, no sharp cut-off; inactive = mostly below about 20%;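 also: plate controls were negative control peptide for no effect and reference peptide for full effect; strong numbers were not always called active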
# * hit, by the source's call; & = joins results of further samples.
SMILES,PriA SSB inh
CC(C)Oc1ccc(C(=O)Nc2nnc(SCC(=O)N3CCCC3)s2)cc1,-12
COc1cc(C=Nn2c(-c3cc(C)[nH]n3)n[nH]c2=S)ccc1O,-8
O=C(Nc1nc(-c2ccc3c(c2)OCO3)cs1)c1cccc(NS(=O)(=O)c2ccc(F)cc2)c1,15&17
Cc1cn2c(=O)c(C(=O)Nc3ccccc3NC(=O)c3cnc4sc(C)cn4c3=O)cnc2s1,-3
CCCCOc1ccc(-c2cc(-c3nc(-c4cccs4)no3)[nH]n2)cc1,-13
Cc1onc(-c2ccccc2Cl)c1C(=O)N1CCC(CSc2ccccn2)CC1,1
COC(=O)CN[C@@H](c1ccccc1Cl)c1cc(Br)ccc1NS(=O)(=O)c1ccc(C)cc1,-5
CCCC=NNc1nnc(Cc2ccc(OC)c(OC)c2)c(=O)[nH]1,7
COc1ccc(O)c(C=NNC(=O)c2c(C)nnn2-c2nonc2N)c1,-15
CNC(=O)C(=O)Nc1cccc(SC)c1,-12
O=C(NCC(O)c1ccoc1)c1c(F)cccc1F (stereo not given),-25
N#Cc1nccnc1O[C@H]1CCCN(S(=O)(=O)CCOc2ccccc2)C1,-17
CCOC(=O)Cc1csc(NC(=O)C2CCCN(c3ccc(-c4ccc(F)cc4)nn3)C2)n1 (stereo not given),3
Cc1ccc(C=Nn2cc(-c3ccccc3)[nH]c2=S)s1,10
O=C(NCCN1CCN(c2ccc(Cl)cc2)CC1)C(=O)Nc1ccc(F)c(Cl)c1,-12
Cc1ccc(NC(=O)C2CN(S(C)(=O)=O)C2)cc1F,-2
Cc1noc(C)c1S(=O)(=O)N1CCN(Cc2nc(-c3cccs3)cs2)CC1,5
O=C(NCC1CCN(Cc2ccccc2)CC1)C(=O)Nc1ccc(OC(F)(F)F)cc1,-7
COc1ccc(-c2cn3c(CCC(=O)Nc4ccc5c(c4)OCO5)csc3n2)cc1,38*
Clc1ccc(CSc2ccc(-n3ccnc3)nn2)c(Cl)c1,1
Cn1nc(-c2ccccc2NC(=O)CSC2CCCC2)ccc1=O,-2
CC(C(=O)Nc1ccccc1-c1cn2ccsc2n1)n1nc(-n2cccn2)ccc1=O (stereo not given),8
Cc1cc(Nc2c(C)n(C)n(-c3ccccc3)c2=O)nc(-n2cc([N+](=O)[O-])cn2)n1,-5
COc1ccccc1CCNC(=O)Cn1cnc(-c2ccc(F)cc2)cc1=O,-15
O=C(NCCn1ncc2c(N3CCCC3)ncnc21)c1cc(-c2ccccc2)on1,-24
COc1cc(C(=O)Oc2cccc(C=NNC(=O)c3cccnc3)c2)cc(OC)c1OC,-2
N#Cc1ccc(C=NNC(=O)c2ccccc2F)cc1,-5
CO[C@@H](CNC(=O)c1cc(Br)cs1)c1ccco1,4
CSc1ccccc1NC(=O)C(=O)NC[C@](C)(O)c1cc2ccccc2s1,2
Cc1cc(C)cc(NC(=O)NCCOc2ccc3nnc(C)n3n2)c1,-6
COc1ccc(OC)c(-n2c(CNC(=O)c3c(F)cccc3Cl)nnc2SCC(=O)N2CCc3ccccc32)c1,-6
CN(C)C(=NS(=O)(=O)c1ccc(Cl)cc1)c1ccc(F)cc1,-11
COC(=O)C1c2ccsc2CCN1S(=O)(=O)c1cccs1 (stereo not given),-15
CSCCC(NC(C)=O)C(=O)N1CCc2nc3ccc(Cl)cn3c(=O)c2C1 (stereo not given),-20
CCc1nc(SCc2cc(=O)[nH][nH]2)c2oc3ccccc3c2n1,8
Cn1cnnc1S(=O)(=O)C1CCN(C(=O)C2c3ccccc3Oc3ccccc32)CC1,-5
CN(C)S(=O)(=O)N1CCN(c2cc(N3CCCCC3)ncn2)CC1,-16
O=C(NN=Cc1cccnc1)C(O)c1ccccc1 (stereo not given),-10
C=Cc1ccc(CSc2nccn3nc(-c4ccc(OCC)c(Cl)c4)cc23)cc1,-4
COc1ccc(CC(=O)Nc2ccc(Cn3cnc(C(=O)Nc4ccc(F)c(F)c4)c3)cc2)cc1OC,6

# Looked up above:
# Entry for `CSc1ccccc1NC(=O)C(=O)NC[C@](C)(O)c1cc2ccccc2s1` under PriA SSB inh: 2
# Entry for `CCc1nc(SCc2cc(=O)[nH][nH]2)c2oc3ccccc3c2n1` under PriA SSB inh: 8
# Entry for `CSCCC(NC(C)=O)C(=O)N1CCc2nc3ccc(Cl)cn3c(=O)c2C1` (stereo not given) under PriA SSB inh: -20
# Entry for `CN(C)C(=NS(=O)(=O)c1ccc(Cl)cc1)c1ccc(F)cc1` under PriA SSB inh: -11

# Further compounds follow:
SMILES,PriA SSB inh
O=S(=O)(c1ccc(N2CCN(Cc3ccccc3)CC2)nn1)C1CCCCC1,-11
CCOc1cccc2sc(NC(=O)c3ccc(Cc4ccccc4)cc3)nc12,-11
O=C(CC(=O)NN=Cc1ccccc1O)NCc1cccnc1,7
COc1ccc(CCC(=O)N2CCC(Oc3cncc(N(C)C)n3)C2)cc1 (stereo not given),-17
COc1cc(C=NN(c2ccccc2)c2ccccc2)ccc1O,18
Cc1oc(-c2ccccc2)nc1CSc1nc2ccccc2c(=O)n1CCCN1CCCC1=O,5
C[C@](O)(CNC(=O)c1cc(Br)cs1)C1CC1,-11
Cc1nnc(NC(=O)CSc2ncc(-c3ccccc3)n2C)s1,-7
O=C(NCc1ccccc1Cl)C1CCN(c2ncnc3c2sc2ncccc23)CC1,4
COc1ccc(-c2cn(CC(=O)NCc3ccccc3Cl)nc2N2CCOCC2)cc1,1
COc1cc(-n2nnc(C(=O)NCCc3ccccc3)c2N)ccc1Cl,-19
CCOc1ccc(C(O)=C2C(=O)C(=O)N(CCCN3CCOCC3)C2c2ccc(F)cc2)cc1C (stereo not given),7
C[C@](O)(CNC(=O)c1ccc(F)cc1Cl)c1ccc(-c2ccccc2)cc1,-13
COC(=O)C(=O)CC(=O)c1cccn1C,0
COc1ccc(C(=O)NN=C(C)CC(=O)N2CCN(C=O)CC2)cc1,0
CC(C)c1c(C(=O)NCC2CCCO2)nnn1-c1cccc(C(F)(F)F)c1 (stereo not given),4
Cc1cccc2sc(NC(=O)C(=O)NCCCN3CCOCC3)nc12,2
O=C(CSc1nnc2ccccn12)Nc1ccc(F)c(Cl)c1,-6
CN1C(=O)c2cccc(NC(=O)c3cc(-c4cccs4)nc4ccccc34)c2C1=O,-6&-1
CC(C)(C)C(=O)ON=C1CCS(=O)(=O)c2sccc21,-3

# 4 compounds out of the list, sorted by SMILES length, lowest first:
SMILES,PriA SSB inh
CNC(=O)C(=O)Nc1cccc(SC)c1,-12
Cc1cc(C)cc(NC(=O)NCCOc2ccc3nnc(C)n3n2)c1,-6
COc1cc(-n2nnc(C(=O)NCCc3ccccc3)c2N)ccc1Cl,-19
COc1ccc(CC(=O)Nc2ccc(Cn3cnc(C(=O)Nc4ccc(F)c(F)c4)c3)cc2)cc1OC,6

# (listing goes on)
SMILES,PriA SSB inh
Cc1ccc(C=NN2CCN(C3c4ccccc4-c4ccccc43)CC2)s1,-9
O=C(Cn1cnc2c(-c3ccccc3)csc2c1=O)Nc1ccccc1F,8
CC1CN(C)CCN1CC1CCN(C(=O)C2CC2)CC1 (stereo not given),-9
O=C(NC[C@@](O)(c1cccs1)C1CC1)c1ccccc1C(F)(F)F,-8
CC(C)CC(=NO)c1cn(C)c2ccccc12,2
CCN(CC)CCN(C(=O)c1ccc2c(c1)OCCO2)c1nc2c(F)cc(F)cc2s1,-12
O=C(NC[C@@H](c1cccs1)N1CCc2ccccc2C1)c1ccccc1Cl,-3
O=C(c1ccccc1[N+](=O)[O-])N1CCN(Cc2nc(-c3ccco3)cs2)CC1,-8
Cc1nc(NC2CCCCC2)c2ccsc2n1,-16
Cc1csc(COc2ccc(C(=O)NCCCn3ncccc3=O)cc2)n1,-5
CC(C)(C)c1ccc(NC(=O)NCCOc2ccccc2)cc1,0
Cc1cc(C)c2c(n1)sc1c(=O)n(CC(=O)Nc3ccccc3Br)cnc12,-11
CC(/C=C/c1ccccc1)=NNC(=O)c1cc(C)nc2ccccc12,-13
Cc1ccccc1OCC(=O)Nn1c(=S)[nH]c2ccccc2c1=O,-1
NC(=O)c1ccccc1OCC#CCNS(=O)(=O)c1cccc(C(F)(F)F)c1,3
Cc1cc(C(=O)Nc2nnc(-c3ccc4c(c3)OCCO4)o2)no1,-7
CCOc1ccc(-c2cc3c(=O)n(CC(=O)Nc4cc(OC)ccc4OC)ncn3n2)cc1,-11
COc1cccc2sc(N=CN(C)C)nc12,-5
COc1ccc(COC(=O)NN=C(C)CC(=O)Nc2ccc(Cl)cn2)cc1,1
Cc1ccc(C)c(NC(=O)c2ccc(=O)[nH]n2)c1,-11
O=C(c1ccc(OCc2ccc3ccccc3n2)cc1)N1CCN(c2ccccc2O)CC1,19
O=c1nc2sc(=Cc3ccco3)c(=O)n2nc1Cc1ccc(F)cc1,-5
O=C1NC2(CCN(Cc3c(F)cccc3Cl)CC2)N=C1c1ccc(Br)cc1,-13
O=C1C(=O)N(CCCN2CCOCC2)C(c2ccc([N+](=O)[O-])cc2)C1=C(O)c1ccc2c(c1)OCCO2 (stereo not given),-16
CN(C)c1ccc(CCCNC(=O)c2ccccc2C(F)(F)F)cc1,3
Cn1c(C(C#N)=C(O)c2ccc(S(=O)(=O)N3CCc4ccccc4C3)cc2)nc2ccccc21,9
Cc1ccc(S(=O)(=O)N2N=C(c3ccc(N(C)C)cc3)CC2C(C)(C)C)cc1 (stereo not given),-1
O=C(NCc1cccnc1-c1ccsc1)Nc1ccccc1C(F)(F)F,-8
O=C(NC1CCCCCC1)c1ccc2c(=O)nc3c(-c4ccccc4)n[nH]n3c2c1,-18
O=c1ccc(-c2cccc([N+](=O)[O-])c2)nn1Cc1c(F)cccc1Cl,13
CC(C)Oc1ccc(-c2noc(CS(=O)(=O)c3ccc(Br)cc3)n2)cc1,0
Cc1cc(=O)[nH]c(NN=Cc2c(C)nn(-c3ccccc3Cl)c2Cl)n1,-6
CCOC(=O)c1c(SCC(=O)Nc2cc(Cl)ccc2OC)nc(=O)[nH]c1C,-26
Cc1ccc(-c2ccc(SCc3cccnc3)nn2)cc1,-10
CN(C)S(=O)(=O)c1ccc(C(=O)N2CCN(Cc3nc(-c4ccc(F)cc4)cs3)CC2)cc1,-3&6
Cn1cccc1-c1noc(CNC(=O)c2ccc3nsnc3c2)n1,9
O=C(NCc1nnc(SC/C=C/c2ccccc2)o1)c1ccc(F)cc1,-13
O=C(OCn1nnc2ccccc2c1=O)c1c(F)cccc1Cl,-7
O=C(/C=C/c1ccco1)Nc1nncs1,-1
O=S(=O)(NCc1ccc(C(O)c2cccs2)s1)C1CC1 (stereo not given),0
Brc1ccc(-c2ccc(C=NNc3nc(N4CCOCC4)nc(N4CCOCC4)n3)o2)cc1,-12
Cc1cc(Br)ccc1NC(=O)c1ccc(N2CCCCS2(=O)=O)cc1,-8
Cc1ccc(OCC(=O)O)c(C)c1,-7
CC(=NNC(=O)C(c1ccccc1)c1ccccc1)c1ccccn1,-7
CN(C)c1nccnc1OC1CCCN(C(=O)Nc2cccs2)C1 (stereo not given),-2
Cc1cc(NC(=O)Cn2cc(-c3nc(-c4ccccc4F)no3)ccc2=O)no1,-2
Cc1ccc(C=NNC(=O)Cn2c(C)nc3ccccc32)o1,-9
Cc1ccc(S(=O)(=O)N2CCC(c3nc(-c4cccc(Br)c4)no3)CC2)cc1,2
O=C(Nc1ccc(-c2ccc(NC(=O)c3ccc(Cl)cc3)cc2)cc1)c1ccc(Cl)cc1,-15
O=C(Nc1ccc2c(c1)OCO2)N1CCO[C@H](c2cccnc2)C1,-10
Cc1ccc(-n2cc(-c3ccccc3)c3c(NCCc4ccc(Cl)cc4)ncnc32)cc1,-19
CCCCC(=O)NN=Cc1c(O)n(CCCC)c(=S)[nH]c1=O,-9
O=C(NCCN1CCC(c2cccs2)CC1)c1ccc(F)cc1Cl,1
COc1cc(OC)cc(C(=O)NCC2CCN(Cc3ccccc3)CC2)c1,-9
Cc1cc(C)nc(NN=Cc2cn[nH]c2-c2ccc(F)cc2)n1,-1
Cc1noc(C)c1CCC(=O)N1CCN(CCn2ccnc2-c2ccccc2)CC1,-3
Cc1ccc(-n2cc(C(=O)NCCCc3ccccc3)nn2)cc1,-8
O=C(Nc1cnn(C[C@H]2COc3ccccc3O2)c1)c1cccc(C(F)(F)F)c1,-11
O=C(OC1CN(c2nc3ccccc3s2)C1)c1cc(-c2ccco2)on1,-9
CCN(CC)c1ccc(C=Nc2sc3c(c2C#N)C2CCN3CC2)c(O)c1,-1

# 2 compounds picked at random from those above:
SMILES,PriA SSB inh
O=C(Nc1ccc2c(c1)OCO2)N1CCO[C@H](c2cccnc2)C1,-10
CN(C)c1nccnc1OC1CCCN(C(=O)Nc2cccs2)C1 (stereo not given),-2

# (list continues)
SMILES,PriA SSB inh
Cc1cccc(NC(=O)CSc2ccc(-c3sc(-c4cccnc4)nc3C)nn2)c1C,-6
O=C(c1ccco1)N1CCC(Cn2ccnc2-c2ccccc2)CC1,-15
Cn1c(=O)oc2ccc(S(=O)(=O)Nc3ccc4c(c3)C(=O)NCC4)cc21,-15
Cc1ccc(N2CCN(C(=O)N3CCCCC3)CC2)cc1C,13
O=C(NCC1CCCN1c1nccs1)Nc1ccc2c(c1)OCO2 (stereo not given),-14
O=C(NN=Cc1c(O)n(-c2ccc(Cl)cn2)c(=O)c2ccccc12)C1CC1,7
CCn1c(=NC(=O)c2cc(Cl)ccc2[N+](=O)[O-])sc2cc(C(=O)OC)ccc21,-5
CC(C)N(Cc1ccccc1)S(=O)(=O)c1ccc(C(=O)N2CCCc3ccccc32)cc1,2
CS(=O)(=O)N1CC(C(=O)NCC(F)(F)F)C1,5
COc1ccccc1C1(CNC(=O)CC(CC(=O)O)c2cccs2)CCOCC1 (stereo not given),-11
CC(=O)N1CCN(C(=O)C2(c3cccs3)CCOCC2)CC1,2&5
C#CCn1c(=NC(=O)c2ccc(C)c(C)c2)sc2cccc(OCC)c21,-16
CCOc1ccc(C(C)=NNC(=O)c2nnn(-c3nonc3N)c2-c2cccs2)cc1,-1

# By substructure: those above containing a tert-butyl group.
SMILES,PriA SSB inh
CC(C)(C)C(=O)ON=C1CCS(=O)(=O)c2sccc21,-3
CC(C)(C)c1ccc(NC(=O)NCCOc2ccccc2)cc1,0
Cc1ccc(S(=O)(=O)N2N=C(c3ccc(N(C)C)cc3)CC2C(C)(C)C)cc1 (stereo not given),-1

# The list is partial; the hit share may differ from the screen's.
